# High-throughput results (PubChem)
# NRP1-CendR mod: modulators of CendR peptide binding to NRP-1, primary screen, biochemical, fluorescence polarization, uHTS | inhibition, % at 25 µM | FAM-RPARPAR peptide binding to NRP-1 | 360,000 compounds, 0.85% hits | Neuropilin-1 (Homo sapiens), O14786;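 active = inhibition or corrected inhibition above about 18%, plus a signal ratio from 0.5 to 1.5, limit read from the data, passing the limit was not always enough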; also: strong numbers were not always called active
# PABP1 MLLE inh: inhibitors of PABP1 MLLE–PAM2 peptide binding, primary screen, biochemical, fluorescence polarization, FITC-PAM2, GST-MLLE; AID 588489, 2011; 360,000 compounds, 0.36% hits; inhibition, % at 20 µM; in the data active = inhibition above about 35%, passing the limit was not always enough;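 also: plate controls were DMSO wells with GST-MLLE for no effect and wells lacking GST-MLLE protein for full effect; some results filed as inactive read as strong as hits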
# Tb MetRS inh: T. brucei MetRS inhibitors, primary screen, biochemical, luminescence. methionyl-tRNA synthetase (Trypanosoma brucei brucei). 360,000 compounds, 0.4% hits. inhibition, % at 11.9 µM. purified T. brucei MetRS, ATP depletion, Kinase-Glo luminescence. AID 624268, 2012;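 active = inhibition above a per-plate cutoff of the control wells' mean inhibition plus 3 SD, cut at about 5.5% in these data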;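 also: 0% = DMSO wells median and 100% = median of wells with control inhibitor compound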
#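 Material: parasite MetRS enzyme / Replication: singlicate, one well per compound / Signal: luminescence of leftover ATP / Schedule: 2 h aminoacylation at 25 °C after 15 min preincubation / Medium: HEPES-MgCl2-KCl buffer plus DTT, spermine, BSA, pyrophosphatase / Doses: 11.9 µM single point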
# MsrA act: bovine MsrA enzyme activators, primary screen, biochemical, absorbance, HTS; activation, % at 10.6 µM; purified bovine MsrA, absorbance read-out; 360,000 compounds, 0.3% hits; in the data active = activation above about 7.5%;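 also: 0% = vehicle and 100% = reference activator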
# eLon inh: inhibitors of E. coli Lon protease, primary screen, biochemical, fluorescence polarization. P0A9M0. purified E. coli Lon protease. inhibition, % at 7.94 µM. 360,000 compounds, 0.42% hits; in the data active = inhibition above about 13%, passing the limit was not always enough;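 also: 0% = enzyme with probe and DMSO and 100% = no enzyme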
# SKN-1 inh: suppressors of acrylamide-induced Pgst-4::GFP reporter in worms, primary screen, SKN-1 inhibitor project, whole organism, uHTS, GFP/RFP fluorescence ratio, strain VP596; C. elegans VP596 Pgst-4::GFP/RFP ratio, 24 h; inhibition, % at 21.8 µM; AID 624304, 2012; 360,000 compounds, 0.49% hits;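 active = interference check ratio from 0.5 to 1.5 plus GFP to RFP signal ratio inhibition reaching or exceeding a fixed threshold, cut at about 30% in these data, passing the limit was not always enough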; also: some compounds called inactive have numbers as strong as hits
# MsrA inh: bovine MsrA enzyme inhibitors, primary screen, biochemical, absorbance, HTS | Methionine sulfoxide reductase A (Bos taurus) | purified bovine MsrA, absorbance read-out | inhibition, % at 15.5 µM | 360,000 compounds, 0.75% hits | AID 651718, 2012; in the data active = inhibition above about 4.5%;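 also: 0% = vehicle wells with enzyme and 100% = reference inhibitor wells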
# MT1-MMP act inh: blockers of MT1-MMP proenzyme processing, primary screen, HT1080 RFP-PRO-GFP cells, GFP/RFP fluorescence. GFP/RFP ratio fluorescence, overnight; percent of plate control window, DMSO zero. GFP/RFP ratio change, % at 20 µM. 360,000 compounds, 0.061% hits;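 active = GFP/RFP ratio change of at least 30% with cell ATP level not reduced by more than half and red fluorescence within 50% of control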; also: strong numbers were not always called active
#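 Compound: 20 µM single dose, 1% DMSO / System: HT1080 RFP-PRO-GFP cells / Controls: DMSO and RFP-L50D-GFP cell wells / Read-out basis: GFP/RFP fluorescence ratio / Schedule: overnight compound exposure at 37 °C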
# FAS TE block: FAS thioesterase domain inhibitors, primary screen, biochemical, fluorescence intensity, uHTS. Fatty acid synthase (Homo sapiens), P49327. recombinant FAS-TE, OMFH fluorogenic substrate, fluorescence endpoint. inhibition, % at 15 µM. 360,000 compounds, 0.67% hits. AID 602261, 2012;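 active = compounds whose normalised, plate-corrected inhibition of enzyme fluorescence in the single-dose primary screen is 50% or more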;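 also: 0% = DMSO with enzyme and 100% = substrate without enzyme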
# Target sequence (P49327 whole entry, looked up, the tested form may be a part): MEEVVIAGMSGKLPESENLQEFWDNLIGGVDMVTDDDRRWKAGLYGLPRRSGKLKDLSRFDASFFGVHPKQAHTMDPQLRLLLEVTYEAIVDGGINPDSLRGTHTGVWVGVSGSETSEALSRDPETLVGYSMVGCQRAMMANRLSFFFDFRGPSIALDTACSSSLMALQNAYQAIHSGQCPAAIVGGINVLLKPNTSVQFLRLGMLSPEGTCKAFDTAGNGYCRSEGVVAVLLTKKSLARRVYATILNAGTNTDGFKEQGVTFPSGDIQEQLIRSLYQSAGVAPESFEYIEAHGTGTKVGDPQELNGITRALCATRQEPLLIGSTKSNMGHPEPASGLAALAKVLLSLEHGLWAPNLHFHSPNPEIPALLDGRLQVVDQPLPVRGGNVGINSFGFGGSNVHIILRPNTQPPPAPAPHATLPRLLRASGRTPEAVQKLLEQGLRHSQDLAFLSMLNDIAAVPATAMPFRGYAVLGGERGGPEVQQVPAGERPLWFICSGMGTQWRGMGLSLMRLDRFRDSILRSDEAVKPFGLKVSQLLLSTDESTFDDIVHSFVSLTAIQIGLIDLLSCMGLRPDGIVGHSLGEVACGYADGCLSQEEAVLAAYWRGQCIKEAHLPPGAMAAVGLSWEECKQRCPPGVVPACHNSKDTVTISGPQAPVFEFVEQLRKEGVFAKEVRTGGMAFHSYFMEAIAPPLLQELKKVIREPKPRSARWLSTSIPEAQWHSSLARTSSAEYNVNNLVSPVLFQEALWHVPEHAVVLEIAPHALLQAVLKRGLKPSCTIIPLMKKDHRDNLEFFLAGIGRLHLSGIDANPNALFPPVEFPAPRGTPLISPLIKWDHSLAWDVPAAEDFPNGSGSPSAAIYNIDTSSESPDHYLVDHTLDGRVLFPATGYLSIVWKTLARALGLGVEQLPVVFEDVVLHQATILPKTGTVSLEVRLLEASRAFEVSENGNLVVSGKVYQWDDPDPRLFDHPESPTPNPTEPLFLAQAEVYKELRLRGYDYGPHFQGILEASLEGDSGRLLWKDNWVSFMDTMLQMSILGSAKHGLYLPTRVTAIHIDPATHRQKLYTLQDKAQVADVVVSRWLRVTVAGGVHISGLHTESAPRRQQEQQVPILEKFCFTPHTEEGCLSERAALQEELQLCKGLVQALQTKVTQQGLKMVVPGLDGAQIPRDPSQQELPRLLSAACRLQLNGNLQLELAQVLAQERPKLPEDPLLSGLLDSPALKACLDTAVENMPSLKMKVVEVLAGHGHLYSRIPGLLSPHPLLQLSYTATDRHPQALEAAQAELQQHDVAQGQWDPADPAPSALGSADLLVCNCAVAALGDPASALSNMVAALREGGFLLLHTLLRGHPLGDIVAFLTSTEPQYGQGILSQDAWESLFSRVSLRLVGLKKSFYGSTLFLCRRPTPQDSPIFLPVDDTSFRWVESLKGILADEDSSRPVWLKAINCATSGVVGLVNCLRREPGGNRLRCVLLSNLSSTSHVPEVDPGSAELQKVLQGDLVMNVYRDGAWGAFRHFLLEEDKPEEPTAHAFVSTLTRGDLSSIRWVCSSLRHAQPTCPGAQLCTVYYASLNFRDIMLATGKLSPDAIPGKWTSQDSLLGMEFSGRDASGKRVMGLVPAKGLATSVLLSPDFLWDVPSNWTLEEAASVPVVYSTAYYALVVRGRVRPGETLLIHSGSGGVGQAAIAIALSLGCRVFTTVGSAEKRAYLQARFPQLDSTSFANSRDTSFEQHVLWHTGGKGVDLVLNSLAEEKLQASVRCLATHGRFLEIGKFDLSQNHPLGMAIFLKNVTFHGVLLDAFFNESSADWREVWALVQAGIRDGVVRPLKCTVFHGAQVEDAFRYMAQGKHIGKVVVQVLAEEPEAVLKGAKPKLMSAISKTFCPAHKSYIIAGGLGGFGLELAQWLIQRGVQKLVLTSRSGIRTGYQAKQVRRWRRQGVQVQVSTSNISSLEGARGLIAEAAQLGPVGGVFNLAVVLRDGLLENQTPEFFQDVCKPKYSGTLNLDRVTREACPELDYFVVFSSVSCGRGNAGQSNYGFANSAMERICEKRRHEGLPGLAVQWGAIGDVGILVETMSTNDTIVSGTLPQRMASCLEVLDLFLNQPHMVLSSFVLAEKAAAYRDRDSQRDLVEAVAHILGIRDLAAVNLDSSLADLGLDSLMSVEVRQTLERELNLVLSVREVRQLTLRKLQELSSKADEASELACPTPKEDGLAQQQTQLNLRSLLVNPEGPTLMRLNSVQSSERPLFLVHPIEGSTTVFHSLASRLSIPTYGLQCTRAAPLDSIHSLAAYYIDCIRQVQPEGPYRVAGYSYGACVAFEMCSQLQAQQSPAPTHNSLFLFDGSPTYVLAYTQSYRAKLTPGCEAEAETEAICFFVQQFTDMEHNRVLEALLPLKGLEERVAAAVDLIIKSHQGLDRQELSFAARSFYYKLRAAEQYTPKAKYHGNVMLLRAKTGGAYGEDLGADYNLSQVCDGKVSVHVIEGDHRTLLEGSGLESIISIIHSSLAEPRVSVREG
# The depositor's hits bear a star; nt = not tested or not shown.
SMILES,NRP1-CendR mod,PABP1 MLLE inh,Tb MetRS inh,MsrA act,eLon inh,SKN-1 inh,MsrA inh,MT1-MMP act inh,FAS TE block
Cc1cccn2c(=O)c3cc(C(=O)NC4CCCC4)c(=N)n(C4CCCCC4)c3nc12,0,12,-0.2,-3,1,18,-0.1,5,1
CNS(=O)(=O)c1cccc(C(=O)OCC(=O)NCCCc2ccccc2)c1,-4,1,-0.4,1,-2,-14,1.3,-3,2
Cc1onc(-c2ccccc2Cl)c1C(=O)Nc1nc2c(s1)CCCC2,-8,-16,0.0,-1,2,-11,1.2,-11,12
Cc1ccc(OCc2ccc(C(=O)N3CCCC3)o2)cc1C,8,4,0.4,-3,-8,-10,0.7,1,0
CCCC1Cc2[nH]c(=O)c(C#N)cc2CO1 (stereo not given),14,4,-0.6,-2,7,5,3.1,nt,-5
COc1ccc(N2CCN(C(=O)C(Cc3ccccc3)n3cccc3)CC2)cc1 (stereo not given),-17,1,0.1,-1,-11,-2,-0.7,3,6
COc1cc(C)nc(SCC(N)=O)n1,3,5,-0.5,3,1,4,-0.2,-2,-6
COc1ccccc1N1CCN(/N=C/C=C\c2ccco2)CC1,-8,8,-0.4,-5,0,1,3.5,2,2
N/C(=N\OC(=O)c1ccc(Cl)cc1Cl)c1ccccc1,-3,5,0.3,-4,5,56*,-0.4,-8,7
Cc1nn(C)cc1CN(C)Cc1c(C(=O)N(C)Cc2ccccc2)nc2ccccn12,-13,-4,-0.8,-4,4,-2,0.5,1,-7
COc1ccc(N/N=C(\C#N)C(N)=O)cc1,5,-2,-0.2,-6,-1,-14,3.9,1,-5
COC(=O)c1cc(=O)c2ccc(OC)cc2o1,6,-11,-1.0,-7,-7,6,0.4,9,-3
O=C1CCCN2N=C(SCC(=O)Nc3nccs3)SC2=N1,0,-4,0.5,-2,4,-4,1.3,2,-2
Cc1ccc(S(=O)(=O)N2CCCC(C(=O)NCc3cccnc3)C2)cc1Cl (stereo not given),-12,7,-1.0,-9,-8,-15,-2.0,1,-8
COc1ccc(NC(=O)CC(NCCc2ccccc2)C(=O)O)c(OC)c1 (stereo not given),0,-2,-0.3,-2,7,9,-0.3,2,-9
Cc1cc(NC(=O)c2ccc(Cl)cc2Cl)no1,4,-5,0.2,-6,3,7,0.2,9,-4
O=C(Nc1c(F)cccc1F)c1ccc2c(c1)CCN2S(=O)(=O)c1ccccc1,7,-1,-0.4,-1,-4,1,-0.1,3,21
CC1=C(C(=O)OCc2ccccc2)C(c2ccc(C#N)cc2)NC(=O)N1CCCC(=O)O (stereo not given),-8,0,-0.1,-2,-9,6,-0.4,7,-8
CCN(C(=O)CSc1nnc(-c2c[nH]c3ccccc23)o1)C1CCS(=O)(=O)C1 (stereo not given),4,-36,7.3*,-1,-4,0,1.5,2,-3
CCc1ccc(NC(=O)CCC(=O)c2ccc(C)cc2)cc1,11,3,-0.8,0,6,-4,-1.8,1,3
CC1(C)N([O-])C2=C(CCCC2)[N+]1=O,10,9,-0.1,-5,-1,0,3.4,2,-6
Cc1cccc(Nc2ncccc2C(=O)O)c1C,15,-9,-0.2,-2,-4,13,-0.7,0,-2
CNC(=O)[C@H](C)[C@@H]1C[C@@]1(C)[C@@H](NC(=O)OCc1ccccc1)c1ccccc1,-3,2,-0.2,-2,3,5,1.6,-3,-8
COc1cc(-c2nc3ccccc3s2)ccc1O,-4,4,-1.5,-2,-9,2,2.0,11,-5
COCCN1C(=O)C(=O)/C(=C(/O)c2ccc(S(=O)(=O)N3CCOCC3)cc2)C1c1cccc(OC)c1 (stereo not given),-2,-6,-0.6,-6,5,-8,0.5,0,-8
CCc1noc(C)c1C(=O)NNC(=O)c1ccccc1,2,12,-0.3,0,-11,20,-0.4,-1,-5
COc1ccccc1CNC(=O)c1ccc(CS(=O)(=O)c2ccccc2OC)o1,0,18,0.2,0,0,-5,0.9,7,-4
O=C(CN1C(=O)CCC1=O)Nc1nc(-c2ccc3ccccc3c2)cs1,1,2,0.3,-3,18,1,-0.3,-2,1
CC12CN(NC(=O)c3ccccc3F)C3(C#N)CC1CCC23C (stereo not given),2,3,-0.5,-5,3,-4,0.9,-3,-2
CCOc1ccc(C(=O)NC(=S)NCc2cccnc2)cc1,-6,13,0.2,3,-7,8,-0.8,4,-6
CC(=O)OC1CC2(C)/C(=N\O)CCC2C2CCc3cc(O)ccc3C12 (stereo not given),-5,5,0.1,-2,-3,11,-0.5,-2,-7
COc1ccccc1OCCSc1nc2ccccc2n1CC(N)=O,1,-8,-0.8,-1,8,5,-0.4,18,-9
O=C(Nc1cccc(C(F)(F)F)c1)c1cccc2c(-c3cccnc3)coc12,-7,9,-0.3,1,17,17,nt,-1,24
COc1ccc(S(=O)(=O)N2CCOC23CCN(S(=O)(=O)c2ccc(F)cc2)CC3)cc1,1,8,-0.2,0,-12,-7,-1.0,1,21
CCOC(=O)CSC1=C(C#N)C(c2ccc(OC)cc2)C2=C(CC(C)(C)CC2=O)N1 (stereo not given),-3,-6,-1.4,-11,14,-11,2.0,-9,11
CCOC(=O)CNc1nc(Cl)nc(Nc2ccccc2)n1,4,-4,1.0,-4,-2,7,-0.1,3,-3
O=C(Oc1ccc(O)cc1)C12CC3CC(CC(C3)C1)C2,8,12,-0.1,-7,7,-6,-0.2,5,4
O=C(NNC(=O)c1ccc2ccccc2c1)c1cccc(F)c1,2,-6,0.1,-2,-2,5,-0.6,5,0
Cc1cc(C(=O)Nc2ccccc2C)c2ccccc2n1,3,-2,-0.8,-2,-3,7,0.2,-1,2
CCOC(=O)/C(=C/Nc1ccc(F)cc1)[N+](=O)[O-],-6,3,-0.5,-3,5,1,0.7,-1,-4
CN1CCN(c2ccc(NC(=O)c3cc4ccccc4o3)cc2)CC1,-3,-1,-0.2,-2,-1,34,0.2,-5,-5
CCCc1cc(Nc2ccccc2)n2ncnc2n1,0,5,-0.3,-1,-8,-5,1.9,-3,-4
O=C(NCCCc1ccccc1)C1CC1,5,-1,0.3,0,-10,-2,-1.3,-1,-3
CCN(C(=O)COC(=O)CCOc1ccccc1C)c1c(N)n(Cc2ccccc2)c(=O)[nH]c1=O,9,10,0.2,-2,-16,0,0.1,-1,-2
CN(CC(=O)Nc1ccc(Cl)cc1)C(=O)c1ccc(N2CCCC2=O)cc1,-10,1,-0.3,-5,-6,-16,-0.6,10,-2
C/C(=N/OCC(=O)NCCCCCCNC(=O)CO/N=C(/C)c1cccs1)c1cccs1,1,0,0.4,-2,-1,4,-1.1,0,3
O=c1[nH]c(COc2ccc(Cl)cc2Br)nc2ccccc12,5,1,5.1,-5,-8,11,0.3,1,8
O=C(O)CSc1nc2ccc(C(=O)c3ccccc3)cc2[nH]1,-2,-48,-0.3,-6,2,5,3.0,-5,-5
CCS(=O)(=O)c1ccc(NC(=O)c2ccccc2Cl)c(O)c1,8,-6,0.1,-14,1,-5,-0.9,1,0
O=C(CN1CCN(S(=O)(=O)N2CCCCC2)CC1)Nc1ccc(Cl)c(Cl)c1,10,3,-0.6,-6,-7,-10,-0.3,1,22

# The results go on:
SMILES,NRP1-CendR mod,PABP1 MLLE inh,Tb MetRS inh,MsrA act,eLon inh,SKN-1 inh,MsrA inh,MT1-MMP act inh,FAS TE block
Cc1cc(NC(=O)CSc2ccc(-c3nc4cc(C)c(C)cc4[nH]3)cn2)no1,-41,-1,-0.1,-7,-14,11,nt,-1,-4
Nc1nc(N)c(N=O)c(Nc2cccc(Cl)c2)n1,1,nt,0.0,-1,4,3,3.7,-5,-1
Cc1cc(C)n2nc(C(=O)OCC(=O)N3CC(C)CC(C)C3)nc2n1 (stereo not given),-6,7,0.0,-3,-13,10,-0.2,3,-2
COc1cc(/C=N/Nc2ccc(S(N)(=O)=O)cc2)cc(OC)c1OC,16,-6,-0.5,-2,6,8,5.6*,7,24
C=CCc1ccc(OC(=O)NC2CCCCC2)c(OC)c1,0,-8,-0.8,-2,3,18,-0.8,0,-2
O=C(Nc1ccnn1C1CCN(Cc2cccc(OCCO)c2)CC1)C1CC1,-6,-1,-0.3,-5,-15,-16,-0.7,0,0
COc1ccc(C(=O)n2c(C)c(CCO)c(=O)n2C)cc1,3,11,-0.2,-4,-8,-2,1.5,3,-9
O=C(c1ccccc1)C(C(=O)N1CCCCC1)n1ccccc1=O (stereo not given),-9,1,-0.2,-2,6,11,0.5,1,-6
Cc1ccc(-n2c(C)nnc2SCC(=O)NNC(=O)c2ccco2)cc1,4,10,-0.6,-4,-9,10,-0.3,1,-6

# Filtered by structure, the compounds so far with a Cl atom (10)
SMILES,NRP1-CendR mod,PABP1 MLLE inh,Tb MetRS inh,MsrA act,eLon inh,SKN-1 inh,MsrA inh,MT1-MMP act inh,FAS TE block
Cc1onc(-c2ccccc2Cl)c1C(=O)Nc1nc2c(s1)CCCC2,-8,-16,0.0,-1,2,-11,1.2,-11,12
N/C(=N\OC(=O)c1ccc(Cl)cc1Cl)c1ccccc1,-3,5,0.3,-4,5,56*,-0.4,-8,7
Cc1ccc(S(=O)(=O)N2CCCC(C(=O)NCc3cccnc3)C2)cc1Cl (stereo not given),-12,7,-1.0,-9,-8,-15,-2.0,1,-8
Cc1cc(NC(=O)c2ccc(Cl)cc2Cl)no1,4,-5,0.2,-6,3,7,0.2,9,-4
CCOC(=O)CNc1nc(Cl)nc(Nc2ccccc2)n1,4,-4,1.0,-4,-2,7,-0.1,3,-3
CN(CC(=O)Nc1ccc(Cl)cc1)C(=O)c1ccc(N2CCCC2=O)cc1,-10,1,-0.3,-5,-6,-16,-0.6,10,-2
O=c1[nH]c(COc2ccc(Cl)cc2Br)nc2ccccc12,5,1,5.1,-5,-8,11,0.3,1,8
CCS(=O)(=O)c1ccc(NC(=O)c2ccccc2Cl)c(O)c1,8,-6,0.1,-14,1,-5,-0.9,1,0
O=C(CN1CCN(S(=O)(=O)N2CCCCC2)CC1)Nc1ccc(Cl)c(Cl)c1,10,3,-0.6,-6,-7,-10,-0.3,1,22
Nc1nc(N)c(N=O)c(Nc2cccc(Cl)c2)n1,1,nt,0.0,-1,4,3,3.7,-5,-1

# Retrieved by structure from the entries so far (2):
SMILES,NRP1-CendR mod,PABP1 MLLE inh,Tb MetRS inh,MsrA act,eLon inh,SKN-1 inh,MsrA inh,MT1-MMP act inh,FAS TE block
Cc1ccc(-n2c(C)nnc2SCC(=O)NNC(=O)c2ccco2)cc1,4,10,-0.6,-4,-9,10,-0.3,1,-6
COc1ccc(C(=O)n2c(C)c(CCO)c(=O)n2C)cc1,3,11,-0.2,-4,-8,-2,1.5,3,-9
